Tau fibril FP: blocks human tau fibril formation measured by polarization | Potency, µM (doses to about 57.7 µM), for the others: top-dose activity, negative = inhibition, actives largely listed as inhibitors | 0.39% of 280,000 active | K18 P301L tau heparin fibrillization, Alexa594 FP, 6 h | P10636; further: nearly all actives have a fitted effect of over 55% in size
Target sequence (P10636 561-689 P618L limits assumed): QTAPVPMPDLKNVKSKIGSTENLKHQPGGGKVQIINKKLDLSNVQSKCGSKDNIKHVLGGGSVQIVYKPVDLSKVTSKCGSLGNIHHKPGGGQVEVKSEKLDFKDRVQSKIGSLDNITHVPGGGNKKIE
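Human K18 P301L fragment (15 uM unlabeled plus 0.24 uM Alexa 594-labeled) in 100 mM sodium acetate pH 7 with compound, aggregation induced by 20 uM heparin for 6 hr at 37 C. ThT (30 uM) added for 1 hr, then Alexa 594 FP read.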
Tau fibril ThT: tau fibrillization inhibition (ThT binding). Potency, µM (doses to about 57.4 µM), for the others: at the highest dose activity, negative = inhibition, most hits filed as inhibitors. AID 1460. 2.1% of 270,000 active. recombinant tau K18 P301L, heparin-induced fibrillization, ThT fluorescence. P10636; further: nearly all actives have a fitted effect of over 55% in size
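In this qHTS, human K18 P301L tau is incubated with compound and heparin for 6 hr at 37 C, and Thioflavin T fluorescence then reports fibril load.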
L3MBTL1 block: inhibitors of human L3MBTL1 | Potency, µM (highest dose often 57.1 µM), inactives show top-dose activity, negative = inhibition, usual class: inhibitors | 0.66% of 230,000 active | AID 485360 | Q9Y468 | AlphaScreen L3MBTL1–H3K9me1 peptide binding; further: nearly all actives have a fitted effect of over 60% in size
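AlphaScreen assay: L3MBTL1 (50 nM final) was preincubated 30 min at room temperature with biotinylated H3(1-15)K9me1 peptide (75 nM final), then 30 min with library compounds; streptavidin donor and nickel chelate acceptor beads (10 ug/mL final) added, 30 min dark.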
GLA spleen mod: alpha-galactosidase A (human) modulation. P06280. human spleen homogenate, 4MU-alpha-Gal fluorescence, 40 min. Potency, µM (series often up to 80 µM), for the others: top-dose activity change, negative = inhibition, usual class: inhibitors. 0.008% of 240,000 active. AID 2107;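 further: 0% = enzyme with vehicle and -100% = no enzyme basal signal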
Target sequence (P06280 32-429 limits assumed): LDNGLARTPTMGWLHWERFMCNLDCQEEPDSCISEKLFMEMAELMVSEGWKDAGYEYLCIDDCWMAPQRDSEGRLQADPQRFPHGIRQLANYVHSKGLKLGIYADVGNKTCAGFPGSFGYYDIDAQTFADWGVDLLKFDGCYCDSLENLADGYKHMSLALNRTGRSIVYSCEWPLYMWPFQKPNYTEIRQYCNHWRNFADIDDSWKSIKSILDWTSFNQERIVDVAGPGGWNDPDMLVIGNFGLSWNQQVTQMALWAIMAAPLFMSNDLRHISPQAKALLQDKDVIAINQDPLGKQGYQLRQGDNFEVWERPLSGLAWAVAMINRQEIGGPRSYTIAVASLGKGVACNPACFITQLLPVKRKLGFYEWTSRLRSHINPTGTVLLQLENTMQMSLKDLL
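Spleen homogenate 1 ug + cpd (titration) + 4-MU-alpha-D-galactopyranoside 1 mM; 37C 40 min; 50 mM citrate/phosphate pH 5.0, 0.01% Tween-20; stop pH 10; fluorescence 365/440; AC50 via Hill.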
TexasRed fluor: Texas Red fluorescence interference in TRb-SRC2 counter-screen; TRb/SRC2 Texas Red total fluorescence interference; AID 1479; 0.29% of 280,000 active; Potency, µM (top dose mostly 106 µM), for inactives: at the top dose fluorescence change, negative = quenching; active means well fitted curve in either direction with a large enough effect; inconclusive means small, poorly fitted or top-dose-only effect
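Flags fluorescent or light-absorbing compounds by total fluorescence, S + 2P, at 555 nm excitation and 632 nm emission. Mixture: 20 nM Texas Red SRC2 peptide, 0.6 uM human TRb LBD, 1 uM T3, 5% DMSO; compound exposure 5 h at ambient temperature.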
TRb SRC2 PPI: inhibitors of human thyroid hormone receptor beta-SRC2 interaction; Potency, µM (series often up to 106 µM), inactives show at the top dose activity change, negative = inhibition, most hits filed as inhibitors; TRbeta-SRC2 peptide binding, fluorescence polarization; receptor liganded with 1 µM T3; 0.065% of 280,000 active; P10828;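 further: plate controls were bound peptide for no effect and peptide without receptor for full effect; nearly all actives have a fitted effect of over 50% in size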
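Human TRb LBD (0.6 uM) plus Texas Red-labeled SRC2 peptide (20 nM), 1uM T3, 5% DMSO, 5 hr at ambient temperature. Decreased polarization (555/632 nm) flags inhibition; data normalized to free and bound peptide controls.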
Tau fluor cs: counter-screen for tau fibril formation inhibitors; tau K18 P301L Alexa594 fluorescence, heparin fibrillization; Potency, µM (highest dose often 57.7 µM), for the others: at the highest dose activity change, negative = decrease; 0.93% of 280,000 active; AID 1463; further: nearly all actives have a fitted effect of over 55% in size
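Human tau K18 P301L (15 uM unlabeled, 0.24 uM Alexa 594-labeled) in 100 mM sodium acetate pH 7 with 20 uM heparin, 6 hr at 37 C. ThT 30 uM added, 1 hr ambient; Alexa 594 FP and total fluorescence read at 555/632 nm.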
ALDH1A1 block: blocks purified human ALDH1A1 activity. 7.3% of 220,000 active. Purified ALDH1A1, NADH fluorescence, propionaldehyde substrate. P00352. Potency, µM (series often up to 75.3 µM), without a hit: top-dose activity, negative = inhibition, hits mostly inhibitors; active means well fitted inhibition curve with a large enough effect, not every such curve was filed as active; inconclusive means small, poorly fitted or top-dose-only effect, or another doubt; inactive means no such curve, though single readings can be large or run the other way;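 further: plate controls were no enzyme wells and a reference inhibitor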
Numbers without * were called inactive; ? = inconclusive; / = no result given; & = joins results of further samples; [ ] = dose if it differs, or a comment. Unless noted, the call rests on the fitted dose curve; in most records, active means well fitted curve in the direction sought with a large enough effect; inconclusive means small, poorly fitted or top-dose-only effect, or another doubt; inactive means no such curve, though single readings can be large; an effect the other way counts as inactive or inconclusive. Unless noted, on the % scale 0 is the no-effect control and ±100 the full control effect; potency means the concentration at half of the fitted maximal effect.

SMILES | Tau fibril FP | Tau fibril ThT | L3MBTL1 block | GLA spleen mod | TexasRed fluor | TRb SRC2 PPI | Tau fluor cs | ALDH1A1 block
Cc1c(NC(=O)C(C)OC(=O)CCc2ccccc2)c(=O)n(-c2ccccc2)n1C (centres undefined) | 3% | 0% | / | 3% | -2% | -3% | 4% | 12%
CCc1nn(CC(=O)N2CCC(C)CC2)c(=O)c2cc3occc3n12 | 6% | 10% | / | / | -1% | 3% | 7% | /
COCCCNC(=O)CCn1c(=O)c2ccccc2n(CC(=O)NCCc2ccc(OC)c(OC)c2)c1=O | 4% | 3% | / | -5% | 0% | 0% | 4% | 8%
Cc1cccc(C)c1NC(=S)N(CCN(C)C)C(C)c1ccccn1 (centres undefined) | 1% | -3% | / | 0% | -2% | 1% | -1% | 11%
Cc1ccc(C)n1-c1ccc(N2CCOCC2)cc1 | -15% | 8.9µM* | -9% | 14% | 1% | -26% | -8% | 7.1µM*
CCOC(=O)C1(Cc2ccccc2C)CCCN(C(=O)CCn2nccc2C)C1 (centres undefined) | ? | -3% | -2% | -5% | -1% | -6% | 13%[2.34 µM] | 9%
COc1cc(/C=N/NS(=O)(=O)c2ccc3ccccc3c2)ccc1OCc1ccc(C(=O)O)cc1 | -4% | ? | -11% | 9% | 0% | -6% | -25% | ?
COc1cc(OC)cc(-n2c(=O)c3sccc3n(Cc3c(C)cc(C)cc3C)c2=O)c1 | -11% | 1% | / | / | -7% | 5% | 1% | /
CCCCc1nc2c(c3c1C[C@H](C)OC3)CN(C(=O)Cc1cccs1)CC2 | 0%[11.6 µM] | 4%[11.5 µM] | / | -2%[17.5 µM] | -2%[11.2 µM] | 4%[11.2 µM] | 1%[11.6 µM] | 3%[13.5 µM]
COC(=O)[C@@]1(Cc2ccccc2)[C@H]2c3cc(C(=O)N4CCCC4)n(Cc4ccsc4Br)c3C[C@H]2CN1C(=O)c1ccccc1 | -10%&-7% | ? | -1% | -1%&-3% | -1%&0% | 0%&3% | -18%&-9% | -2%&-2%
COc1ccccc1NC1=NC(c2ccc(Cl)cc2)N=C(N)N1 (centres undefined) | -5% | -1% | -1% | -14% | -6% | -2% | -11% | -6%
Cc1cccc(NC(=O)c2c(F)c(F)c(F)c(F)c2F)c1 | -8% | 1% | / | -3% | 0% | -19% | -2% | -11%
Cn1nc(-c2ccccc2F)c2cc(C(=O)NCc3ccc(Cl)cc3)sc21 | ? | -3% | / | / | -4% | -4% | ? | /
O=C(Cn1nc(-c2cccc([N+](=O)[O-])c2)c2ccccc2c1=O)Nc1cccnc1 | 5% | -12% | / | 15% | -3% | -9% | -20% | -2%
Nc1nonc1C(=O)NCCNCc1ccccc1OCc1ccccc1F | 2% | -4% | -3% | -6% | -7% | 0% | -3% | 1%
C/C(Cl)=C/Cn1c(N2CCCC2)nc2c1c(=O)n(C)c(=O)n2C | 1% | 0% | -3% | -2% | 0% | -6% | 3% | -3%
COc1cc(OC)c(NS(=O)(=O)c2ccc(Cl)c(C(=O)OC(C)C(=O)N3CCCC3)c2)cc1Cl (centres undefined) | 8% | -11% | 6% | 5% | 2% | 3% | -8% | 5%
O=C(CSc1nnnn1-c1ccccc1)NC1CCCc2ccccc21 (centres undefined) | 2% | -8% | -9% | -5% | 0% | 6% | -10% | 10µM*
COC(=O)c1cc(CC(=O)c2ccc(O)cc2O)c(C)o1 | -3% | -1% | -2% | -1% | 0% | -3% | 0% | 5%
CCOc1ccccc1NC(=O)CSc1nc2cccnc2n1C | -8% | -14% | 0% | -15% | -4% | -1% | -7% | 12%
Cc1nnc(NC(=O)CSC2CCCCC2)s1 | -2% | -1% | 5% | 4% | 6% | 5% | 2% | 2%
Cn1c(CNC(=O)c2ccccc2)nnc1SCC(=O)Nc1nccs1 | -3% | 0% | 4% | 5% | -5% | 0% | 6% | 5%
CCOC(=O)N1CCN(C(=O)/C(=C/c2ccccc2OC)NC(=O)c2ccccc2)CC1 | 7% | -6% | 5% | 4% | 2% | 2% | 4% | -6%
Cc1n[nH]c(=S)n1Cc1ccccc1 | -1% | 2% | 0% | 0% | -6% | 0% | 0% | /
CC1CN=C(N(C(=O)Nc2ccccc2)c2ccc(F)cc2)S1 (centres undefined) | 3% | -4% | / | -4% | -2% | 0% | -2% | -6%

Ordered by length of the SMILES (highest first): part of the list above
SMILES | Tau fibril FP | Tau fibril ThT | L3MBTL1 block | GLA spleen mod | TexasRed fluor | TRb SRC2 PPI | Tau fluor cs | ALDH1A1 block
CCOC(=O)N1CCN(C(=O)/C(=C/c2ccccc2OC)NC(=O)c2ccccc2)CC1 | 7% | -6% | 5% | 4% | 2% | 2% | 4% | -6%
C/C(Cl)=C/Cn1c(N2CCCC2)nc2c1c(=O)n(C)c(=O)n2C | 1% | 0% | -3% | -2% | 0% | -6% | 3% | -3%
Cc1cccc(NC(=O)c2c(F)c(F)c(F)c(F)c2F)c1 | -8% | 1% | / | -3% | 0% | -19% | -2% | -11%
COC(=O)c1cc(CC(=O)c2ccc(O)cc2O)c(C)o1 | -3% | -1% | -2% | -1% | 0% | -3% | 0% | 5%

The listing picks up, starting two compounds before the break.
SMILES | Tau fibril FP | Tau fibril ThT | L3MBTL1 block | GLA spleen mod | TexasRed fluor | TRb SRC2 PPI | Tau fluor cs | ALDH1A1 block
Cc1n[nH]c(=S)n1Cc1ccccc1 | -1% | 2% | 0% | 0% | -6% | 0% | 0% | /
CC1CN=C(N(C(=O)Nc2ccccc2)c2ccc(F)cc2)S1 (centres undefined) | 3% | -4% | / | -4% | -2% | 0% | -2% | -6%
CCOC(=O)C1CCCN(C(=O)Nc2ccccc2)C1 (centres undefined) | -13% | -16% | / | -1% | 3% | -6% | -14% | 7%
Cc1ccc(SCCC(=O)NC2CC2)cc1 | 4% | 5% | 8% | 1% | -1% | -9% | 11% | 5%
O=C(Cn1cc(SCc2cccc(Cl)c2)c2ccccc21)N1CCCCCC1 | 3% | -12% | / | / | -1% | 5% | -15% | /
COc1ccccc1C1(CCNC(C)c2cccs2)CCOC(C(C)C)C1 (centres undefined) | 4% | -4% | -3% | 6% | -2% | 0% | -1% | 1%
Cc1ccc(S(=O)(=O)NCC(=O)Nc2cccc([N+](=O)[O-])c2)cc1 | -6% | -8% | -8% | -25% | -1% | 1% | -9% | -15%
Cc1ccc(C)c(Cc2c(C)nc3c(C(=O)NCc4ccc5c(c4)OCO5)cnn3c2C)c1 | 10% | ? | / | 1% | -1% | -3% | -13% | ?
CC(C)(C)c1ccc(C(=O)Nc2onc3c2CCCC3)cc1 | 1% | -15% | / | / | -24% | -2% | -22% | /
COc1ccc(/C=C/C(=O)c2ccc(OC)cc2OC)c(OC)c1 | 5% | ? | -5% | 10% | 0% | 6% | -19% | 2%
COc1cc(Cl)ccc1S(=O)(=O)n1nc(C)cc1C | -4% | 9% | / | 1% | 4% | -18% | 2% | -2%
Nc1ccccc1C(=O)/C=C/c1ccccc1 | 4% | ? | / | 6% | -2% | 0% | -6% | 8%
CCOc1ccc(S(=O)(=O)N2CCN(Cc3nc4ccc(C)cc4o3)CC2)cc1 | 13% | -4% | / | / | -1% | 1% | -11% | /
Cc1cccc(C)c1-n1c(C)nn(CCOc2ccccc2)c1=O | -3% | -7% | 4%[11.4 µM] | -8% | 2% | 0% | -6% | -1%
Fc1ccccc1N=C1NN=C(c2ccccc2)CS1 | ? | 22µM* | -7% | 5% | -2% | -4% | ? | ?
CCOC(=O)c1ccc(NC(=O)c2nc(SCc3ccc(F)cc3)ncc2Cl)cc1 | -1% | -7% | / | / | -2% | -2% | -28% | /
CCC(=O)NNC(=O)c1c(O)c2ccccc2[nH]c1=O | 1% | 1% | 0% | 2% | 1% | -7% | 4% | 4%
CC1(C)Cn2c(nc(=O)c3c2NCN(CCc2ccccc2)C3)S1 | 2% | 3% | ? | 1% | -1% | -4% | 5% | -10%
O=C(Nc1ccccc1C(=O)O)c1ccc2ccccc2n1 | 7% | 10% | -10% | -1% | -2% | 4% | 13% | ?
O=c1c2c(nc3c(-c4ccc(Cl)cc4)c[nH]n13)CCC2 | 15% | ? | -8% | -1% | -4% | -8% | -15% | ?
COc1ccc(N2CCN(CC(O)COCCOc3ccc(Br)cc3)CC2)cc1 (centres undefined) | ? | ? | ? | 1% | -4% | -4% | -20% | -2%
COc1ccccc1-n1cnnc1SCC(=O)Nc1nc(C)c(Cl)cc1Cl | 6% | -8% | 10% | 6% | 3% | 4% | -4% | ?

Assay outcomes from PubChem.
